Screening data deposited in PubChem by National Center for Advancing Translational Sciences (NCATS).
MBNL1-CUG inh = MBNL1-poly(CUG) RNA binding inhibition; Q9NR56; Potency, µM (highest dose often 57.5 µM), for the others: at the highest dose activity change, negative = inhibition, most hits filed as inhibitors; actives 0.036% (n = 280,000); TR-FRET MBNL1-His/biotin-(CUG)12 binding, 665/545 ratio; active = well fitted inhibition curve with a large enough effect in the signal ratio, with a control signal flat, not every such curve was filed as active; inconclusive = small, poorly fitted or top-dose-only effect, or effect the other way, or a change in a side signal; inactive = no such curve, though single readings can be large or run the other way; the % refers to the signal ratio; also: % is scaled to controls: 0 for no effect and ±100 for the full control effect
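Inhibition of protein-RNA binding appears as loss of TR-FRET between terbium anti-His antibody on MBNL1-His and streptavidin-XL665 on biotin-(CUG)12. Activity is normalized to buffer-only and uninhibited-complex controls.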
BRCA1 expr act = BRCA1 expression activation; MCF7-BRCA1-FFLuc reporter, luminescence, 48 h; response scale: scaled: vehicle 0%, 10 µM genistein 100%; Potency, µM (titrated, usually from 46.1 µM), inactives show at the highest dose activation, most hits filed as activators; actives 1.1% (n = 380,000); also: nearly all actives have a fitted effect of over 80% in size; some results filed as inactive show a strong effect at the top dose
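Quantitative HTS in MCF7 cells stably reporting BRCA1 expression via firefly luciferase. Compound treatment lasts 48 h at 37 °C in phenol-red free MEM. Activation is expressed relative to genistein at 10 microM and DMSO.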
Rab9 prom act = activates the Rab9 promoter | Huh7 Rab9 promoter-luciferase reporter, luminescence, 24 h | Potency, µM (series often up to 9.22 µM), for the others: top-dose activation, negative = inhibition, usual class: activators | actives 2.8% (n = 320,000); also: % of control where 0% means no effect; nearly all actives have a fitted effect of over 60% in size
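Huh7 reporter line, Rab9 promoter upstream of luciferase. Compound exposure 24 h at 37 °C in reduced-serum medium with 10% FBS. Read-out: luminescence.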
p53 reactivator = mutant p53 re-activation in reporter cells | AID 504706 | H1299 p53-A138V BP100-luciferase reporter, luminescence, 24 h | Potency, µM (titrated, usually from 92.2 µM), for the others: at the highest dose activity change, positive = activation, hits mostly activators | actives 0.063% (n = 320,000); also: % of control where 0% means no effect; nearly all actives have a fitted effect of over 45% in size
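p53-null H1299 cells stably carrying temperature-sensitive p53-A138V and a BP100-luciferase reporter were pinned with compounds (4-point, 1:5 series) and held 24 hrs at 37 deg C. Luminescence was read 10 min after detection reagent.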
uPA generation = cell surface uPA generation inhibition. cell surface uPA generation assay, qHTS. Potency, µM (titrated, usually from 38.3 µM), for the others: at the top dose activity change, negative = inhibition, most hits filed as inhibitors. actives 0.31% (n = 330,000). AID 540303; active = well fitted inhibition curve with a large enough effect; inconclusive = small, poorly fitted or top-dose-only effect; inactive = no such curve, though single readings can be large or run the other way; tested in mouse RAW 264.7 cells; also: % is scaled to controls: 0 for no effect and ±100 for the full control effect; nearly all actives have a fitted effect of over 55% in size
Gal4-VP16 FLuc = counter-screen for ROR gamma inhibitors: Gal4-VP16 reporter | Drosophila S2 Gal4-VP16 UAS-luciferase, luminescence, 20 h | actives 3.5% (n = 310,000) | Potency, µM (titrated, usually from 53.6 µM), for inactives: at the top dose activity, negative = inhibition, usual class: inhibitors;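 also: Gal4-VP16 expression switched on by copper sulfate through the metallothionein promoter; % is scaled to controls: 0 for no effect and ±100 for the full control effect; nearly all actives have a fitted effect of over 50% in size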
NPC1 prom act = NPC1 promoter activation; Huh7 NPC1 promoter luciferase reporter, 24 h; Potency, µM (titrated, usually from 9.22 µM), for the others: at the top dose activation, most hits filed as activators; actives 2.4% (n = 320,000);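 also: % of control where 0% means no effect; nearly all actives have a fitted effect of over 60% in size; reporter is driven by a mutant NPC1 promoter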
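Stably transfected Huh7 (NPC1 promoter→luciferase), 1500 cells/well in Opti-MEM + 10% FBS, 2 h settle, then compound 24 h at 37 °C. Luminescence after 10 min with Amplite reagent.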
ELG1 genotoxic = inducers of genotoxicity in HEK293T ELG1-luciferase cells. actives 1.3% (n = 330,000). HEK293T ELG1-luciferase reporter, luminescence, 16 h. Potency, µM (series often up to 46 µM), for the others: at the highest dose activity change, positive = activation, hits mostly activators. AID 504466; also: % of control where 0% means no effect; nearly all actives have a fitted effect of over 60% in size
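DMSO vehicle served as control against compound-treated ELG1-luciferase HEK293T cells; exposure lasted 16 hr at 37 °C and 5% CO2, followed by ONE-Glo luminescence detection after 30 min.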
RORg inh = blocks mouse ROR gamma transcriptional activity | Drosophila S2 Gal4-RORgamma UAS-luciferase reporter, 20 h | Potency, µM (titrated, usually from 53.6 µM), inactives show top-dose activity change, negative = inhibition, most hits filed as inhibitors | actives 5.4% (n = 310,000) | AID 2551; also: % is scaled to controls: 0 for no effect and ±100 for the full control effect; nearly all actives have a fitted effect of over 60% in size
Target sequence (P51450 whole entry, looked up, the tested form may be a part): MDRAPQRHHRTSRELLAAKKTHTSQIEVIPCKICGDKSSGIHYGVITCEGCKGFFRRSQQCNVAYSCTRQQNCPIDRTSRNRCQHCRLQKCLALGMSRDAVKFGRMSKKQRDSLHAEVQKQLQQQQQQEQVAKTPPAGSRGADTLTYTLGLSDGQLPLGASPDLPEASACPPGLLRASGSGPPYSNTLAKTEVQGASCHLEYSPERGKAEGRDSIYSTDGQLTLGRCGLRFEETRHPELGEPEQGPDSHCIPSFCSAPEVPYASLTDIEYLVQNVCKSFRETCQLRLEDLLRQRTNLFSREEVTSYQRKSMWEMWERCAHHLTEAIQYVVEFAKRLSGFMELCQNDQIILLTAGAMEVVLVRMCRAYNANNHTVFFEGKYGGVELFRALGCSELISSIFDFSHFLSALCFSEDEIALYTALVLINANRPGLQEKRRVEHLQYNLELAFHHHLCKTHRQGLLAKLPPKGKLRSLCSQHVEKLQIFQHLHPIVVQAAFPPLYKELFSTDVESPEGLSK
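Drosophila Schneider cells stably carrying a metallothionein-driven Gal4 DBD–ROR gamma fusion and a UAS-Photinus luciferase reporter were exposed to compound for 1 hr, then induced with copper sulfate (700 uM final) for 20 hr at ambient temperature before luminescence reading.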
MLL CXXC-DNA inh = MLL CXXC-DNA interaction inhibition. Q03164. MLL-CXXC / FITC-HOXA9 DNA fluorescence polarization. Potency, µM (doses to about 115 µM), without a hit: top-dose activity change, negative = inhibition, actives largely listed as inhibitors. actives 0.037% (n = 290,000). AID 2662; active = well fitted inhibition curve with a large enough effect in the polarisation, with a control signal flat, not every such curve was filed as active; inconclusive = small, poorly fitted or top-dose-only effect, or effect the other way, or a change in a side signal; inactive = no such curve, though single readings can be large or run the other way; the % refers to the polarisation
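Purified MLL-CXXC (added from a 7 uM solution) was preincubated 5 min at ambient with pinned compounds in 50 mM Tris-HCl pH 7.5, 50 mM NaCl, 1 mM DTT, 0.05% BSA. Fluorescein-labeled HOX-A9 DNA (50 nM solution) followed, 30 min, then polarization read.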
FLuc modulator = firefly luciferase modulation, counter-screen for miR-21 project; P08659; purified FLuc, Km substrates, luminescence inhibition; Potency, µM (top dose mostly 57.5 µM), without a hit: top-dose activity change, negative = inhibition, most hits filed as inhibitors; actives 6.9% (n = 360,000); AID 588342;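 also: plate controls were vehicle for no effect and reference inhibitor for full effect; nearly all actives have a fitted effect of over 55% in size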
Target sequence (P08659 whole entry, looked up): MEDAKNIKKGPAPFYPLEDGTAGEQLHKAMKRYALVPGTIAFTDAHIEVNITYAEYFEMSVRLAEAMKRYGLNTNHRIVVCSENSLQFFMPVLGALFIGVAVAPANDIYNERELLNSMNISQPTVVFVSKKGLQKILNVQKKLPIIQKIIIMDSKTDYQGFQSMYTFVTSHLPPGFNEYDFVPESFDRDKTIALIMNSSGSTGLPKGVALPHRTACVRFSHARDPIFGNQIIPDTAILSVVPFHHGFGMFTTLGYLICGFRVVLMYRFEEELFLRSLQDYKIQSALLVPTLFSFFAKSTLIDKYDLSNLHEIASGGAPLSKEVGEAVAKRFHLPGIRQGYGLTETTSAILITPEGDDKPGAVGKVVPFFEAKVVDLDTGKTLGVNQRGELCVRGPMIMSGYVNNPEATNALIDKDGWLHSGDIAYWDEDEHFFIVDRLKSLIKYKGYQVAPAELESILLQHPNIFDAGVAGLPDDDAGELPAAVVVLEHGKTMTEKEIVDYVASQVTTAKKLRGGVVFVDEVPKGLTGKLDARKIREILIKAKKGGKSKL
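Biochemical qHTS of compounds, final roughly 60 µM downward over six points, against 10 nM purified firefly luciferase using Km concentrations of substrates (10 uM D-luciferin, 10 uM ATP) in Tris acetate pH 7.5 buffer; luminescence output.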
Numbers without * were called inactive; ? = inconclusive; / = no result given; & = joins results of further samples; [ ] = remark or other dose. Unless noted, calls follow the shape of the dose curve; as a rule, active = well fitted curve in the direction sought with a large enough effect; inconclusive = small, poorly fitted or top-dose-only effect, or another doubt; inactive = no such curve, though single readings can be large; an effect the other way counts as inactive or inconclusive. Potency is read from the fitted curve at half-maximal effect. Some of the compounds tested. The share of hits here may be higher or lower than overall.

SMILES | MBNL1-CUG inh | BRCA1 expr act | Rab9 prom act | p53 reactivator | uPA generation | Gal4-VP16 FLuc | NPC1 prom act | ELG1 genotoxic | RORg inh | MLL CXXC-DNA inh | FLuc modulator
Cn1ncc(C#N)c1/N=C/N(Cc1ccccc1)Cc1ccccc1 | 1% | -42% | -11% | -1% | 7% | 13% | -3% | -9% | 21% | 0% | 1%
COc1cc(S(=O)(=O)N2CCOCC2)cc(C(=O)OCC(=O)NCc2ccco2)c1OC | / | -3% | -2% | -1% | 4% | / | 2% | 2% | / | / | 1%
O=c1c(-c2ccccc2)c(O)c2cccc3c2n1CCC3 | -5% | -7% | -3% | 5% | 1% | 2% | 6% | 0% | 3% | 4% | ?
O=S(=O)(c1ccccc1)N1CCN(CCc2ccccc2)CC1 | 11% | -11% | -5% | -17% | 1% | -7% | 3% | -7% | -7% | 0% | -6%
Cc1ccc(NC(=O)Cn2cnc3c(oc4nc5c(cc43)COC(C)(C)C5)c2=O)cc1 | / | -1% | -3% | -4% | -4% | 5% | 1% | ? | 26% | 21% | 4%
CCCCn1c(N)c(N(CCOC)C(=O)CSc2ccccc2C)c(=O)[nH]c1=O | / | -6% | 2% | 4% | 1% | / | -3% | 0% | / | / | 0%
CCC(Sc1nc(C)cc(C)n1)C(=O)Nc1ccc(Cl)cn1 (configuration not stated) | -11% | -17% | 2% | -6% | 0% | 3% | -1% | -2% | 16% | 6% | 0%
O=C(C1=C(O)C(=O)N(CC2CCCO2)C1c1ccc(Cl)cc1Cl)c1ccco1 (configuration not stated) | 54%[activator] | -21% | 1% | -3% | -2% | -6% | 0% | 1% | 31% | -9% | 4%
CC1CCN(S(=O)(=O)N2CCN(C(=O)c3ccc4c(c3)OCO4)CC2)CC1 | -4% | -14% | 3% | -3% | -5% | -3% | 5% | -3% | 11% | -6% | 1%
CCCS(=O)(=O)N1CCC(C(=O)NCCc2ccc(OC)c(OC)c2)CC1 | 1% | 10% | 0% | -5% | 8% | -10% | -2% | 6% | 8% | 11% | 1%
Cc1cccc(/C=C2/S/C(=N/N=C3\CC4CCC3(C)C4(C)C)NC2=O)c1 (configuration not stated) | 3% | -51% | -3% | -9% | 5% | ? | -5% | -12% | 8.9µM* | -13% | -3%
O=C(NCc1nnc(SCC(=O)N2CCCc3ccccc32)n1-c1ccccc1)c1cccc2ccccc12 | 14% | -56% | -3% | -23% | -16% | 4% | -4% | -10% | -4% | -7% | 3%
Cc1cc(NC(=O)CSCc2nc(-c3cccc(Cl)c3)oc2C)no1 | -10% | 0% | -2% | -2% | -3% | -3% | -5% | -2% | 3% | 8% | 7%
CN(Cc1nccn1C)C(=O)c1cc(COc2cccc(C(F)(F)F)c2)on1 | 1% | 39% | 4% | 9% | -3% | 18% | 9% | 0% | ? | 0% | ?
c1ccc(-c2nnc(-c3ccncc3)nc2-c2ccccc2)cc1 | ? | -2% | -2% | 12% | -1% | -6% | -1% | -8% | -8% | -5% | -1%
CC(C)(C)n1ncc2c(=O)n(Cc3cccc(Cl)c3)cnc21 | -5% | 40% | 14% | 4% | ? | 0% | 3% | -6% | 39% | -3% | -8%&-13%
COc1ccc(NC(=O)CSc2nc3ccccc3c3nc4ccccc4n23)cc1 | ? | -60% | -26% | 1% | 3% | 6% | -26% | 11% | -4% | 2% | 3%
CN(CC(=O)Nc1ccc2c(c1)OCO2)S(=O)(=O)c1ccc2c(c1)CCC(=O)N2 | 7% | 0% | 6% | -2% | 1% | -1% | 2% | 1% | -3% | 0% | -8%
CCC1(C)Cc2c(sc3nc(SC)nc(NCCN(C)C)c23)CO1 (configuration not stated) | -2% | 5%[1.84 µM] | -3% | ? | -1% | 14%[0.365 µM] | -3% | -3% | 10% | 15% | -2%
N#Cc1sc2nc(C3CC3)cc(-c3ccc(Cl)cc3)c2c1N | ? | -81% | -1% | 8% | 0% | -6% | -3% | -1% | 4% | -7% | -2%
CCCCCCCN1CCC(=O)N([C@H](CO)Cc2ccccc2)CC1 | 3% | -1% | 4% | 7% | 4% | -2% | -5% | -6% | -8% | 4% | 2%
Cc1ccccc1OCCSc1nc(N(C)C)nc(N(C)C)n1 | -11% | 0% | -1% | 4% | -1% | -2% | -1% | 1% | 9% | 4% | 2%
Cc1ccccc1-n1nc2c(c1NC(=O)c1cc3ccccc3oc1=O)CS(=O)C2 (configuration not stated) | ? | 17% | -2% | -18% | -5% | -10% | 1% | -5% | -7% | -8% | -3%
COc1ccc(-n2ccn(CC(=O)Nc3ccc(OC)cc3OC)c(=O)c2=O)cc1 | ? | 14% | 5% | 12% | -4% | 0% | 0% | -3%[9.26 µM] | -1% | -1% | 5%
O=c1[nH]snc1N1CCOCC1 | -1% | -2% | 6% | 0% | 0% | 0% | -4% | -6% | -23% | 2% | 3%
SMILES | MBNL1-CUG inh | BRCA1 expr act | Rab9 prom act | p53 reactivator | uPA generation | Gal4-VP16 FLuc | NPC1 prom act | ELG1 genotoxic | RORg inh | MLL CXXC-DNA inh | FLuc modulator
O=C(CSc1nc(O)c(C2CCCCC2)c(=O)[nH]1)Nc1ccc(Cl)cc1 | -4% | -38% | / | / | -5% | 8% | / | / | 41% | -13% | -2%
Cc1ccc(C(=O)NCC(=O)OCC(=O)NC(C)C2CC3CCC2C3)cc1 (configuration not stated) | / | 4% | 2% | -8% | -3% | / | -3% | -3% | / | / | -18%
CCCN(CCC)CCCNC(=O)c1cn(-c2ccc(OC)cc2)c(=O)c2ccccc12 | 1% | 3% | -1% | -1% | 0% | -6% | -3% | 0% | -1% | 15% | 2%
CCN1C(=O)CS/C1=N\S(=O)(=O)c1ccccc1 | 6% | -20% | -4% | 6% | 0% | 0% | 1% | 0% | 2% | 7% | -1%
Cc1ccccc1OCC(O)CN1CCN(C)CC1 (configuration not stated) | -8% | -6% | -7% | 11% | 10% | -14% | -4% | -1% | 0% | 9% | -3%
CC(C)C[C@@H](CO)N1CCN(C)CCC1=O | -17% | 2% | 3% | / | -2% | 0% | 1% | 1% | -8% | -2% | -1%
CCC(=O)N1c2ccc(S(=O)(=O)CCC(=O)NCCC3=CCCCC3)cc2CC1C (configuration not stated) | 0% | -25% | 0% | -5% | 0% | ? | -1% | 0% | 26% | -5% | 0%
CCC1(C(=O)c2ccccc2)C(c2ccc([N+](=O)[O-])cc2)C1(C(=O)OC)C(=O)OC (configuration not stated) | / | 0% | 3% | 0% | 2% | 8% | 3% | -7% | 22% | ? | 1%
Cc1csc(NC(=O)c2oc3ccccc3c2C)n1 | / | 10% | 3.5µM* | ? | -10% | / | 3.2µM* | ? | / | / | 1.7µM*
C=C1C(C(=O)N2CCN(C)CC2)C1C(=O)N1CCN(C)CC1 (configuration not stated) | 0% | -2% | -8% | -2% | 9% | -6% | 8% | 0% | -23% | -8% | -1%
O=C(N/N=C/c1ccco1)c1cc(-c2ccc(Cl)s2)[nH]n1 | ? | -1% | 4% | 1% | -26% | 0% | -2% | -8% | 7% | -6% | -3%
Cc1cccn2c(=O)c(C=Nc3ccc(Cl)cc3)c(NCCO)nc12 | ? | -15% | -1% | -5% | / | -10% | 1% | 10% | -39% | -2% | -1%
CCCCNC(=O)C(C#N)c1nc2ccccc2nc1N1CCCC1 (configuration not stated) | 9% | / | 0% | -9% | / | 0% | 2% | -1% | -6% | ? | -2%
FC(F)(F)c1cccc(Cc2noc(CN3C[C@@H]4CCC[C@H]3C4)n2)c1 | 1% | -6% | -1% | 2% | 2% | 8% | -1% | 0% | 11% | 12% | 5%
O=C(COC(=O)c1ccc(N2CCCC2=O)cc1)c1ccccc1 | 8% | 125% | ? | 24% | 0% | 7% | ? | ? | -35% | -1% | ?
O=C(CN1CCN(c2nc(-c3ccccc3)cs2)CC1)Nc1ccc2c(c1)OCO2 | -9% | -7% | 0% | -10% | / | 3% | -4% | 1% | ? | 1% | 7%
CCn1nnnc1NC(=O)c1ccc2ccccc2c1 | 18% | -20% | 2% | -1% | 8% | -14% | 1% | 2% | 4% | 1% | -1%
CCCCCCCC(=O)NNC(=O)c1c(O)c2ccccc2n(CCC)c1=O | -5% | -21% | -5% | 6% | 0% | 5% | 0% | -2% | -15% | -1% | ?
O=C(N/N=C/c1ccc(N2CCCCC2)o1)c1ccccc1 | ? | -41% | 3% | -33%[inhibitor] | -14% | 5µM* | -1% | ? | 5µM* | 13% | ?
